Screens deposited in PubChem BioAssay by National Center for Advancing Translational Sciences (NCATS).
Pf growth 48h = P. falciparum growth inhibition at 48 hours (one generation) | P. falciparum luciferase growth in erythrocytes, 48 h | Potency, µM (titrated, usually from 28.7 µM), inactives show top-dose activity change, negative = inhibition, most hits filed as inhibitors | AID 504832 | 5.9% of 310,000 active
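Firefly luciferase activity from engineered P. falciparum reports growth; inhibitors lower the luminescent signal. Cultures contained 2% hematocrit erythrocytes at 0.1% final parasitemia.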
TbPYK inhibitor = T. brucei pyruvate kinase inhibition. Q57TT1. TbPYK enzyme, Kinase-Glo Plus ATP luminescence, 45 min. Potency, µM (top dose mostly 76.8 µM), without a hit: at the top dose activity, negative = inhibition, most hits filed as inhibitors. 0.12% of 410,000 active; also: nearly all actives have a fitted effect of over 50% in size
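Luminescent Kinase-Glo Plus end-point after 45 min room-temperature reaction of T. brucei pyruvate kinase started with 130 uM ADP (final). Buffer TEA 50 mM pH 7.2 with KCl, MgCl2, BSA, Tween-20; titration-based qHTS with fitted concentration-effect curves.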
LmPK inh = LmPK (Leishmania mexicana) enzyme inhibition; Q27686; purified LmPK, Kinase-Glo ATP luminescence, 1 h; Potency, µM (titrated, usually from 57.5 µM), inactives show top-dose activity change, negative = inhibition, most hits filed as inhibitors; 0.37% of 290,000 active
Target sequence (Q27686 whole entry, looked up): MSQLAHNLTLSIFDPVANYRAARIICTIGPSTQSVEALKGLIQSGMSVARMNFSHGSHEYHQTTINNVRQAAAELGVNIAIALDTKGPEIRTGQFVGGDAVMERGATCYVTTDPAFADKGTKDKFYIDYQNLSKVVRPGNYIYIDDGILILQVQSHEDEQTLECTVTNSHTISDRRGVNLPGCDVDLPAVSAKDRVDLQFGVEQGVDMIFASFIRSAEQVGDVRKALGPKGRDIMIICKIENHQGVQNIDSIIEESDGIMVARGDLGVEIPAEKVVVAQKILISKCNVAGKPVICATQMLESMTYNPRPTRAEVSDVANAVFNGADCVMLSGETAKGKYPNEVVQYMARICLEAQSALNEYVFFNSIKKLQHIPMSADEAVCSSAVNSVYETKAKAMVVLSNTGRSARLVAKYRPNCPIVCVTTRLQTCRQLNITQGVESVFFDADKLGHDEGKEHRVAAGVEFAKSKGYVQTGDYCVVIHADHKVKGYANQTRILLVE
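qHTS format; LmPK 0.1 nM; substrates PEP 0.5 mM and ADP 0.1 mM. One-hour room-temperature incubation, then coupled luciferase luminescence; 0.5 nM enzyme wells mark activation.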
Sm TGR inh = inhibitors of Schistosoma mansoni thioredoxin glutathione reductase; Q962Y6; purified TGR, DTNB reduction, TNB absorbance 405 nm; Potency, µM (series often up to 114 µM), for the others: top-dose activity change, negative = inhibition, usual class: inhibitors; 3% of 360,000 active; also: nearly all actives have a fitted effect of over 60% in size
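TGR 20 nM + NADPH 100 uM (dispensed conc.), cpd preinc 15 min RT; start with NADPH (500 uM addition) then DTNB (15 mM addition). Kinetic TNB absorbance, 405 nm filter. Four-parameter Hill fit across titration.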
Pf growth 96h = P. falciparum growth inhibition at 96 hour, primary screen for plastid delayed-death inhibitors; AID 504834; 6.9% of 320,000 active; P. falciparum luciferase reporter growth, 96 h; Potency, µM (highest dose often 28.7 µM), for the others: top-dose activity change, negative = inhibition, hits mostly inhibitors
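Erythrocytes infected with luciferase-expressing P. falciparum were dispensed at 2% hematocrit and 0.05% parasitemia (final), then incubated with compounds 96 hours at 37 C in 5% CO2. Luminescence after detection reagent addition reported growth.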
HCV inh = HCV inhibition; Huh7.5.1 HCVcc-Cre infection, luciferase reporter, 44 h; Potency, µM (titrated, usually from 41.8 µM), for the others: at the highest dose activity change, negative = inhibition, actives largely listed as inhibitors; 3.4% of 340,000 active; AID 651820
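A cell-based infection assay in which seeded cells (1,000 per well) receive test compound after 4 h, are inoculated with HCVcc-Cre at approximately 0.5 moi, and are incubated 44 h before luminescence detection.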
Numbers without * were called inactive; ? = inconclusive; nt = no result given; & = joins results of further samples; [ ] = remark or other dose. Calls follow the shape of the dose curve; as a rule, active = well fitted curve in the direction sought with a large enough effect; inconclusive = small, poorly fitted or top-dose-only effect, or another doubt; inactive = no such curve, though single readings can be large; an effect the other way counts as inactive or inconclusive. % is scaled to controls: 0 for no effect and ±100 for the full control effect; potency is read from the fitted curve at half-maximal effect.

The line under a structure holds: HCV inh, Pf growth 96h, TbPYK inhibitor, Pf growth 48h, LmPK inh, Sm TGR inh
COc1ccc(C(C)=O)cc1CSc1nc(C)cc(C)n1
    -2%, ?, 2%, 12%[5.75 µM], -1%, 6%
Cc1ccc(NC(=O)CCC(=O)NNS(=O)(=O)c2ccc(Cl)cc2)cc1C
    24%, 6%, -20%, 6%, -5%, -17%
CC(N=C1NC(C)(C)Cc2ccccc21)C(=O)O (stereo unspecified)
    16%, 5%, -1%, 22%, 0%, 0%
O=Cc1c(NCCN2CCOCC2)c2ccccc2[nH]c1=O
    8%, ?, -4%, ?, -3%, 12%
CCC(CCC(=O)Nc1cccc(C(=O)O)c1)C(=O)O (stereo unspecified)
    4%, ?, -7%, 27%, -1%, -1%
Cc1cc(C)c2[nH]c(=O)c(CN(Cc3ccco3)C(=O)c3cccs3)cc2c1
    nt, ?, nt, ?, 0%, ?
CCn1c(-c2ccc(C)cc2)nn(CC(=O)NCCc2ccccc2)c1=S
    ?, ?, 8%, -14%, -1%, 0%
COc1ccc(NC(=O)c2nc3nccc(C)n3n2)cn1
    8%, 203%[activator], -8%, nt, -22%, 0%
O=C1Nc2cccnc2N(C(=O)CCl)c2ccccc21
    16µM*, ?, -4%, 0%[0.00184 µM], 1%, ?
O=C(NCCCCc1ccccc1)c1ccc(Br)cc1
    3%, ?, 0%, 0%, -4%, 6%
CC(C)N(CCNC(=O)c1cn(C)c2ccc(S(=O)(=O)N(C)C)cc2c1=O)Cc1ccccc1
    17%, -9%, 3%, nt, 5%, -4%
Cc1ccc(NC(=O)Nc2cnccn2)cc1C
    -15%, ?, 2%, 40%[activator], 2%, 13%
C=CCNC(=O)c1nn2cccnc2c1Cl
    -10%, nt, 3%, 1%, -16%, -3%
O=C(O)c1nn(CC(=O)N2CCN(c3ccccc3)CC2)c(=O)c2ccccc12
    19%, 16%, 5%, 1%, 7%, 3%
O=C(Nc1cccnc1)c1ccccc1NS(=O)(=O)c1ccc(F)cc1
    -21%, 0%, 3%, -10%, 8%, -11%
COc1cc(-c2nnc(COc3ccc4ccccc4c3)o2)cc(OC)c1OC
    -4%, ?, 0%, 0%, 1%, 8%
COCC1CCN(Cc2nc(-c3ccc4c(c3)OCO4)no2)C1 (stereo unspecified)
    16%, -14%, 0%, 71%[activator], 3%, -13%
C/C(=N\OC(=O)NC1CCCCC1)c1sc(-c2ccccc2)nc1C
    ?, ?, nt, 7%, 0%, -27%
CC(=O)OCCNC(=O)c1cc2ccccc2oc1=O
    12%, 1.7µM*, 2%, 13%, -2%, -14%
CCOc1cccc2sc(NC(=O)CCS(=O)(=O)c3ccccc3)nc12
    22µM*, ?, -8%, ?, -8%, -29%

Reprinted at random: two entries already listed, in no set order.
The line under a structure holds: HCV inh, Pf growth 96h, TbPYK inhibitor, Pf growth 48h, LmPK inh, Sm TGR inh
COc1ccc(C(C)=O)cc1CSc1nc(C)cc(C)n1
    -2%, ?, 2%, 12%[5.75 µM], -1%, 6%
COCC1CCN(Cc2nc(-c3ccc4c(c3)OCO4)no2)C1 (stereo unspecified)
    16%, -14%, 0%, 71%[activator], 3%, -13%

A draw from above in order of length of the SMILES, smallest number first:
The line under a structure holds: HCV inh, Pf growth 96h, TbPYK inhibitor, Pf growth 48h, LmPK inh, Sm TGR inh
O=C(NCCCCc1ccccc1)c1ccc(Br)cc1
    3%, ?, 0%, 0%, -4%, 6%
COc1ccc(NC(=O)c2nc3nccc(C)n3n2)cn1
    8%, 203%[activator], -8%, nt, -22%, 0%
Cc1ccc(NC(=O)CCC(=O)NNS(=O)(=O)c2ccc(Cl)cc2)cc1C
    24%, 6%, -20%, 6%, -5%, -17%

Additional compounds follow.
The line under a structure holds: HCV inh, Pf growth 96h, TbPYK inhibitor, Pf growth 48h, LmPK inh, Sm TGR inh
COc1ccc(C(NC(C)=O)c2cc(Cl)c3cccnc3c2O)cc1OC (stereo unspecified)
    2µM*, 7%, -6%, 9.3µM*, 2%, -4%
Cc1csc(=Nc2ccccc2)n1Cc1ccco1
    11%, -4%, -19%, 19%, 0%, ?
COc1ccccc1CO/N=C/c1cccn1-c1nccc(N(C)C)c1C#N
    13%, ?, 3%, nt, 1%, 1%
O=C(NC(Cc1c[nH]c2ccccc12)C(=O)Nc1ccc(F)cc1)c1cccs1 (stereo unspecified)
    -9%, ?, -9%, ?, 1%, 7%
C=CCn1c(SCC(=O)NCc2ccco2)nnc1-c1ccc2ccccc2n1
    ?, 12%, -10%, ?, -6%, 16µM*
CSc1ncc(C(=O)Nc2cc(C)ccc2C)c(C)n1
    -6%, ?, 5%, 0%, 4%, -17%
CS(=O)(=O)N1CCN(c2ccc([N+](=O)[O-])cc2C(F)(F)F)CC1
    14%, 15%, ?, 8%, -1%, 16%
CCCN(CC(=O)Nc1ccccc1C)C(=O)c1ccc(-c2ccccc2)cc1
    nt, ?, -4%, -8%, -9%, -14%
O=C(Nc1cccc(F)c1)C1CCCN1C(=O)OCc1ccccc1 (stereo unspecified)
    10%, ?, -6%, 28%, 13%, -9%
CC(=O)[C@H]1[C@H](CCc2ccccc2)NC(=O)N(Cc2ccccc2)[C@@H]1C
    -36%, -22%, 3%, 51%[activator], -1%[11.5 µM], -13%
Cc1noc(C)c1S(=O)(=O)NCCN1CCN(c2ccccc2)CC1
    16%, 12µM*, 0%, 8%, 3%, 0%
CCOc1ccc(S(=O)(=O)N2CCC(C(=O)NCCc3ccccc3)CC2)cc1
    2%, 23%, 0%, -9%, -9%, -5%
CC(=O)Oc1ccc(-c2cccc(C(=O)OCC(=O)N(C)c3ccccc3)c2)cc1
    -5%, 15µM*, -9%, -88%, 3%, 1%
COc1ccc(C)cc1S(=O)(=O)Nc1cccc(SC)c1
    10%, ?, -4%, -7%, 1%, 5%
O=C1C2C3C=CC(C3)C2C(=O)N1c1ccc2c(c1)CCC2 (stereo unspecified)
    6%, 52%[activator], -3%, -15%, -1%, -3%
O=C(c1ccc(N2CCOCC2)cc1)c1cccs1
    ?, -10%, -4%, 204%[activator], -30%, 3%
COc1ccc(-c2csc(NC(=S)NC(=O)/C=C/c3ccco3)n2)cc1OC
    -14%, 32%, -5%, 4%, 0%, -6%
CC(=O)c1ccc(Oc2cc(C)nc(-n3nc(C)cc3C)n2)cc1
    ?, 7%, -2%, 12µM*, 1%, 4%
COc1ccc(OCC(=O)OCCNC(=O)c2cccnc2)cc1
    7%, -16%, ?, 11%, 2%, -10%
O=C(COc1ccc(Cl)cc1)Nc1ccc2c(c1)nc1n2CCOC1
    2%, ?, 1%, -21%, 7%, -1%

Next section
The line under a structure holds: HCV inh, Pf growth 96h, TbPYK inhibitor, Pf growth 48h, LmPK inh, Sm TGR inh
O=C1CC(N2CCOCC2)C(=O)N1c1ccccc1Cl (stereo unspecified)
    10%, 6%, -3%, 11%, -6%, 50µM*
Cc1cc(C)n2nc(C(=O)Nc3nccs3)nc2n1
    4%, 29%[5.75 µM], -1%, 98%[activator], -13%, 4%
COc1ccc(N(CC(=O)NCCc2cccc(C)c2)S(=O)(=O)c2c(C)noc2C)cc1
    -20%, 2.6µM*, 3%&-4%, ?, -1%, -1%&0%
CN(C)c1ccc(NC(=O)CN2CCN(CC(=O)Nc3ccc(F)cc3)CC2)cc1
    -5%, 1%, -13%, 5%, 1%, -23%
S=C(Nc1ccc(Cl)cc1)NC1CC2CCC(C1)N2Cc1ccccc1 (stereo unspecified)
    ?, 22%, -1%, 3.3µM*, 1%, -31%
O=[N+]([O-])c1ccc(/C=C/c2ccncc2)cc1
    -19%, ?, 6%, 37%[activator], -1%, -1%
COc1ccccc1NS(=O)(=O)c1cccc(NC(=O)c2nc3nc(C)cc(C)n3n2)c1
    -24%, ?, -3%, nt, 1%, -3%
COc1ccc(NC(=O)CSc2nnnn2C2CC2)cc1S(=O)(=O)N1CCOCC1
    ?, ?, 2%, -19%, nt, -7%
CS/C(=N\S(=O)(=O)c1cccs1)NC(=O)CSc1nc2ccccc2s1
    5%&12%, 6.6µM*, ?, nt, 4%, 9%[11.4 µM]
Cc1ccc(C(=O)NCc2ccccc2)cc1Br
    ?, ?, -4%, 18%, 3%, -7%
COc1ccc(/C=C2\N=C(C)OC2=O)cc1OC
    10%, 2%, 1%, 10%, -5%, 16µM*
COC(=O)c1ccc(Cl)c(NC(=O)CN2CCN(Cc3ccccc3)CC2)c1
    -20%, nt, -7%, -4%, -2%, -9%
CCN(C(=O)CSc1ncnc2sc(C)c(C)c12)C1CCS(=O)(=O)C1 (stereo unspecified)
    ?, -20%, 1%, 6%, 1%, 0%
O=C(CN1CCCCC1)Nc1ccc(NC(=O)c2ccccc2Cl)cc1Cl
    ?, 15µM*, -9%, -9%, 7%, -12%
O=C(CCc1nnc(Cc2ccc(-c3ccccc3)cc2)o1)NCCc1ccccn1
    5%, 1%, -4%, ?, -5%, 3%
O=C(CCCC(=O)OCC(F)(F)C(F)F)Nc1nccs1
    21%, 9%, 2%, 0%, 4%, 10%
O=C(CSc1nccn1Cc1ccccc1)Nc1nccs1
    2%, 10%, -4%, 40%[activator], -8%, -19%
COc1ccc(C(=O)NNC(=O)Cc2ccc(Cl)cc2)cc1
    23%, ?, -2%, 3%, 2%, -1%
CCOc1ccccc1C(=O)NCC(=O)NCC1CCCCC1
    -10%, 6%, -3%, 13%, -1%, -12%
O=C(NCc1cccs1)C1CCCN1C(=O)NC1CCCCC1 (stereo unspecified)
    24%, -16%, 0%, 1%, 2%, 1%

Molecules above that contain a nitro group on carbon, in the order listed:
The line under a structure holds: HCV inh, Pf growth 96h, TbPYK inhibitor, Pf growth 48h, LmPK inh, Sm TGR inh
CS(=O)(=O)N1CCN(c2ccc([N+](=O)[O-])cc2C(F)(F)F)CC1
    14%, 15%, ?, 8%, -1%, 16%
O=[N+]([O-])c1ccc(/C=C/c2ccncc2)cc1
    -19%, ?, 6%, 37%[activator], -1%, -1%

Next compounds:
The line under a structure holds: HCV inh, Pf growth 96h, TbPYK inhibitor, Pf growth 48h, LmPK inh, Sm TGR inh
COc1ccc2cc(C3(C)NC(=O)N(CC(=O)NCc4ccco4)C3=O)ccc2c1 (stereo unspecified)
    -28%, 67%[activator], -9%, -15%, 0%, -17%
COc1cc(C(=O)N2CCN(C(=O)CC(C)C)CC2)cc(OC)c1OC
    2%, nt, -1%, 11%, -6%, 2%
CC(=O)Nc1ccc(S(=O)(=O)N[C@H](C(=O)O)C(C)C)cc1
    3%, -29%, 2%, 4%, -5%, 0%
O=C1/C(=C/c2ccc(N3CCOCC3)o2)SC(=Nc2ccccc2)N1CCc1c[nH]c2ccccc12
    3.2µM*, 1.7µM*, -20%, 9.3µM*, 0%, 8.9µM*

Reformatted: results already given
COc1cc(C(=O)N2CCN(C(=O)CC(C)C)CC2)cc(OC)c1OC
  HCV inh: 2%
  Pf growth 96h: nt
  TbPYK inhibitor: -1%
  Pf growth 48h: 11%
  LmPK inh: -6%
  Sm TGR inh: 2%
CC(=O)Nc1ccc(S(=O)(=O)N[C@H](C(=O)O)C(C)C)cc1
  HCV inh: 3%
  Pf growth 96h: -29%
  TbPYK inhibitor: 2%
  Pf growth 48h: 4%
  LmPK inh: -5%
  Sm TGR inh: 0%
O=C1/C(=C/c2ccc(N3CCOCC3)o2)SC(=Nc2ccccc2)N1CCc1c[nH]c2ccccc12
  HCV inh: 3.2µM*
  Pf growth 96h: 1.7µM*
  TbPYK inhibitor: -20%
  Pf growth 48h: 9.3µM*
  LmPK inh: 0%
  Sm TGR inh: 8.9µM*
